GAA spleen mod: inhibitors or activators of human alpha-glucosidase in spleen homogenate. P10253. human spleen homogenate, 4-MU-alpha-glucoside fluorescence. Potency, µM (doses to about 79.9 µM), for inactives: at the highest dose activity change, negative = inhibition, hits mostly inhibitors. hit rate 0.006% among 240,000;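 further: 0% = enzyme with vehicle and -100% = no enzyme basal signal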
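Enzyme source: human spleen homogenate, 1 ug/well. Buffer 50 mM citric acid/K phosphate pH 5.0, 0.01% Tween-20. 4-MU-alpha-glucoside 1 mM; 37 C x 40 min; NaOH/glycine stop; fluorescence.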
RECQ1 inh: inhibitors of human RECQ1 DNA helicase; AID 2549; P46063; hit rate 0.54% among 240,000; RECQ1 DNA unwinding, red fluorescence kinetic read; Potency, µM (titrated, usually from 57.3 µM), for the others: top-dose activity, negative = inhibition, actives largely listed as inhibitors;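 further: plate controls were vehicle for no effect and no enzyme for full effect; nearly all actives have a fitted effect of over 30% in size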
Target sequence (P46063 whole entry, looked up): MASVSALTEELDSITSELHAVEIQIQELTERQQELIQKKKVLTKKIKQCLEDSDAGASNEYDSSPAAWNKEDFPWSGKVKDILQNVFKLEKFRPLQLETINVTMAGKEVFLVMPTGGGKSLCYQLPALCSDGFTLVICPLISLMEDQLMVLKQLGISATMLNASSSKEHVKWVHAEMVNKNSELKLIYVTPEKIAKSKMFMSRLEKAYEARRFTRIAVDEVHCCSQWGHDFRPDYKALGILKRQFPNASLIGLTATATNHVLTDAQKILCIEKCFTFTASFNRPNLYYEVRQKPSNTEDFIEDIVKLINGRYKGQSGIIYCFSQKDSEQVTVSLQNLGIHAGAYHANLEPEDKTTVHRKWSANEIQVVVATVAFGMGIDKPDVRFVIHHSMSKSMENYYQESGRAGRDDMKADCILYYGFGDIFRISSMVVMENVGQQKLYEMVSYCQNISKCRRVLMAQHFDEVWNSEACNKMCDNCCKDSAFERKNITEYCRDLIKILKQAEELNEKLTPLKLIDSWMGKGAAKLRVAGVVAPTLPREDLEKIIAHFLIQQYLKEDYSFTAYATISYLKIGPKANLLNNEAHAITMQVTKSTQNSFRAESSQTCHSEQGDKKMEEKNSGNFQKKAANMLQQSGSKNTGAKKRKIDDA
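RECQ1T1 50 nM; forked duplex (20 bp + 30-nt ss tails) 200 nM, ATP 2 mM final; pH 8.0, 2 mM MgCl2, 2.5 ug/ml poly(dI-dC); 15 min compound preincubation; discontinuous kinetic read over 2 h at RT.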
GoLoco inh red: blocks human Gai1 binding to RGS12 GoLoco peptide, red readout | Gai1:RGS12 GoLoco peptide FP, rhodamine, 10 min | Potency, µM (titrated, usually from 61.6 µM), for inactives: at the top dose activity, negative = inhibition, hits mostly inhibitors | hit rate 0.44% among 230,000; active means well fitted inhibition curve with a large enough effect, not every such curve was filed as active; inactive means no such curve, though single readings can be large or run the other way; further: nearly all actives have a fitted effect of over 30% in size; many of its hits are not listed in these tables
TRb SRC2 PPI: inhibitors of human thyroid hormone receptor beta-SRC2 interaction; Potency, µM (highest dose often 106 µM), for the others: at the highest dose activity change, negative = inhibition, most hits filed as inhibitors; P10828; hit rate 0.065% among 280,000; TRbeta-SRC2 peptide binding, fluorescence polarization; receptor liganded with 1 µM T3;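 further: plate controls were bound peptide for no effect and peptide without receptor for full effect; nearly all actives have a fitted effect of over 50% in size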
Target sequence (P10828 whole entry, looked up): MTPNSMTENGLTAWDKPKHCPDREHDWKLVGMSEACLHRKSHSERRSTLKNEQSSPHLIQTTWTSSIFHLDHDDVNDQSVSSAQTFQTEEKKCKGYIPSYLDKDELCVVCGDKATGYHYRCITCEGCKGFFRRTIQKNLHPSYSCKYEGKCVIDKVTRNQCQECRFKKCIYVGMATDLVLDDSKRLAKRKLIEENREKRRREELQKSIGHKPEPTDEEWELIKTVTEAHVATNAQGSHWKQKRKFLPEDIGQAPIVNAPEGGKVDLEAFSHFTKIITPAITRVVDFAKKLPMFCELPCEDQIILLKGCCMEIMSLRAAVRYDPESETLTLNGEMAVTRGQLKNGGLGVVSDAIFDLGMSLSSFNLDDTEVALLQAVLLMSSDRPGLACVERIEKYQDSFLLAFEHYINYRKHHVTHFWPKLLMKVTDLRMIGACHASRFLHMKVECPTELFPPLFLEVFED
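Compounds were added to 0.6 uM TRb ligand-binding domain and 20 nM Texas Red-labeled SRC2 peptide in Tris buffer containing 1 uM T3, incubated 5 hr at ambient temperature, then read by fluorescence polarization.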
TexasRed fluor: alters Texas Red total fluorescence, flagging assay interference; Potency, µM (highest dose often 106 µM), inactives show at the highest dose fluorescence change, negative = quenching; TRb/SRC2 Texas Red total fluorescence interference; hit rate 0.29% among 280,000; active means well fitted curve in either direction with a large enough effect; inconclusive means small, poorly fitted or top-dose-only effect
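Human TRβ ligand-binding domain (0.6 uM) and Texas Red SRC2 peptide (20 nM) in Tris buffer with 1 uM T3 and 5% DMSO were incubated with pinned compound for 5 hr at ambient temperature. Total fluorescence was computed as S + 2P (555/632 nm).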
GAA glycogen: alters human alpha-glucosidase cleavage of glycogen; P10253; recombinant GAA, glycogen substrate, Amplex Red glucose oxidase fluorescence; Potency, µM (series often up to 76.4 µM), inactives show at the highest dose activity change, negative = inhibition, hits mostly inhibitors; hit rate 0.38% among 300,000; AID 2100;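 further: 0% = full enzyme reaction and -100% = no-enzyme basal signal; the screen sought inhibitors and activators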
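Recombinant enzyme (4 nM final) with compounds titrated up to 77 uM and bovine liver glycogen (30 ug) in citrate pH 5.0, 0.01% Tween-20, 37 C 40 min. Released glucose detected by Amplex Red/glucose oxidase (Ex 573/Em 610); AC50 from Hill fits.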
GAA inh: blocks human lysosomal alpha-glucosidase; P10253; purified human GAA, 4-MU-alpha-glucoside fluorescence; Potency, µM (top dose mostly 76.9 µM), without a hit: top-dose activity change, negative = inhibition, hits mostly inhibitors; hit rate 0.005% among 200,000; AID 1466;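 further: plate controls were uninhibited enzyme wells for no effect and no-enzyme background for full effect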
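Endpoint fluorogenic read: 20 min room-temperature reaction of 4 nM human alpha-glucosidase with 400 uM 4-methylumbelliferyl-alpha-D-pyranoside, pH 5.0, quenched with 1M NaOH/1M glycine pH 10. AC50 from Hill modeling.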
L3MBTL1 inh: inhibitors of human L3MBTL1; Potency, µM (series often up to 57.1 µM), for inactives: at the highest dose activity, negative = inhibition, usual class: inhibitors; hit rate 0.66% among 230,000; AID 485360; AlphaScreen L3MBTL1–H3K9me1 peptide binding; further: nearly all actives have a fitted effect of over 60% in size
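L3MBTL1 50 nM + b-AHA-H3(1-15)K9me1 75 nM, 30 min RT; compound added, 30 min RT; streptavidin donor/Ni-chelate acceptor beads 10 ug/mL each final, 30 min RT dark; AlphaScreen read.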
* marks the source's active call; other numbers are inactive results; i = inactive; ? = inconclusive; . = not tested or not shown; & = joins results of further samples; [ ] = dose if it differs, or a comment. Unless noted, the call rests on the fitted dose curve; in most records, active means well fitted curve in the direction sought with a large enough effect; inconclusive means small, poorly fitted or top-dose-only effect, or another doubt; inactive means no such curve, though single readings can be large; an effect the other way counts as inactive or inconclusive. Unless noted, on the % scale 0 is the no-effect control and ±100 the full control effect; potency means the concentration at half of the fitted maximal effect. Only part of the results is shown. The share of hits here may be higher or lower than overall.

compound | GAA spleen mod | RECQ1 inh | GoLoco inh red | TRb SRC2 PPI | TexasRed fluor | GAA glycogen | GAA inh | L3MBTL1 inh
CC1(C)CC2(CCO1)OC(=O)CC2C(=O)Nc1ccc(Br)cc1 (centres undefined) | 6.0% | i | 2.8% | -0.5% | 0.6% | -0.8% | -3.4%[15.4 µM] | -2.2%
CSCCC(NC(=O)c1cc(C)oc1C)C(=O)O (centres undefined) | -6.7% | -5.8% | 5.8% | 2.3% | -3.8% | 6.5% | -0.2% | .
Cc1ccc(/C=C/C(=O)Nc2nnc(C)s2)o1 | -1.4% | 5.9% | 0.7% | -0.8% | -1.2% | -3.6% | -1.4% | -11.9%
O=C(c1cccc(N2C(=O)C3CC=CCC3C2=O)c1)N1CCCCCC1 (centres undefined) | 9.0% | -7.1% | 7.7% | -4.4% | -2.1% | 1.4% | 2.3% | 2.8%
Cn1c(/C(C#N)=C/c2cccc(O)c2)nc2ccccc21 | -4.3% | i | 17.6% | -6.3% | -4.3% | -1.1% | 3.1% | -7.7%
COc1ccc(OC)c(-c2nnc(NC(=O)C(C)Sc3nncn3C)s2)c1 (centres undefined) | 0.1% | 12.1% | 2.0% | -0.7% | -2.9% | 4.2% | -5.1% | 5.4%
CCOC(=O)c1cc(C)sc1NC(=S)Nc1ccccc1 | -5.8% | -2.6% | 5.1% | -1.3% | -7.6% | -8.9% | -3.4% | .
CCOC(=O)Cn1c(=O)oc2cc(S(=O)(=O)N(C)Cc3ccccc3)ccc21 | -1.8% | i | 1.2% | 5.7% | -1.3% | 2.3% | . | .
Cc1oc(/N=C/c2c(O)ccc3ccccc23)c(C#N)c1C | 4.6% | -5.8% | 11.7% | 12.3% | 5.8% | -5.6% | -8.7% | -8.7%
Cc1ccc(NC(=O)c2sccc2C)cc1S(=O)(=O)N(C)C | -2.2% | -3.5% | 7.2% | 4.1% | 0.4% | 3.1% | 1.5% | 3.6%
CS(=O)(=O)N(CC(=O)N1CCCC1)c1ccc2c(c1)OCCO2 | -1.9% | -7.0% | -3.0% | -2.8% | -5.5% | -10.1% | -2.7% | .
O=C(O)C1[C@H]2C(=O)N(Cc3cccs3)C[C@]23C=C[C@H]1O3 (some centres undefined) | -13.0% | -13.1% | -2.5% | -4.0% | 1.0% | -1.9% | -3.4% | 4.5%
CCOC(=O)c1sc(NC(=O)CCN2CCN(C)CC2)c(C(=O)OCC)c1C | -0.3% | -5.6% | 0.6% | 5.7% | -0.5% | 14.1% | 11.0% | 11.9%
COCC(=O)Nc1cc(C(=O)NCC(C)C)ccc1Cl | -5.7% | -1.9% | 4.9% | -1.0% | 0.9% | 2.2% | -7.8% | 0.3%
CCCNC(=O)CCC(=O)Nc1ncc(-c2ccc(C)cc2)n1C | -5.0% | -4.0% | -1.1% | 12.5% | 0.3% | 0.7% | -2.3% | -9.5%
Cc1cc(C)n2c(Nc3ccc4c(c3)OCCO4)c(-c3ccccc3)nc2n1 | -14.4% | -2.9% | 7.5% | -7.0%&-2.9% | -0.4%&-0.4% | ? | 0.7% | .
CCn1c(=O)c(C(=O)NC(C)C)c(O)c2ccccc21 | -2.4% | -5.4% | 1.2% | -2.7% | 2.9% | -1.0% | -6.5% | .
COc1ccc(Nc2ncc(C#N)c(N)n2)c(OC)c1 | 3.8% | -6.5% | 4.4% | 5.0% | -2.4% | -1.9% | . | .
COc1ccc2cc(C(=O)c3ccccc3)c(=O)oc2c1 | -1.1% | i | -5.5% | -1.5% | 0.9% | 4.8% | 0.0% | -7.1%
OC(CNCCc1ccc(Cl)cc1)COCc1ccco1 (centres undefined) | -2.1% | i | 2.7% | -2.1% | -5.1% | 9.0% | -9.5% | -1.8%

Results in TRb SRC2 PPI and TexasRed fluor, for some of the entries so far:
SMILES	TRb SRC2 PPI	TexasRed fluor
COc1ccc(OC)c(-c2nnc(NC(=O)C(C)Sc3nncn3C)s2)c1 (centres undefined)	-0.7%	-2.9%
CCOC(=O)c1cc(C)sc1NC(=S)Nc1ccccc1	-1.3%	-7.6%
CCOC(=O)Cn1c(=O)oc2cc(S(=O)(=O)N(C)Cc3ccccc3)ccc21	5.7%	-1.3%

Carrying on.
compound | GAA spleen mod | RECQ1 inh | GoLoco inh red | TRb SRC2 PPI | TexasRed fluor | GAA glycogen | GAA inh | L3MBTL1 inh
Cn1c(=O)[nH]c(=O)c2c1ncn2CCCc1ccccc1 | -6.3% | -10.4% | 13.8% | 0.5% | -1.8% | 2.9% | -14.6%[15.4 µM] | 3.2%
COc1ccc(NC(=S)N2N=CCC2c2ccccc2)cc1 (centres undefined) | 4.2% | i | 13.1% | 4.4% | -3.9% | -0.7% | -5.5% | .
Cc1c(Cl)cccc1NC(=S)N(Cc1ccco1)C(C)c1ccccn1 (centres undefined) | -5.7% | i | 9.7% | -5.9% | -0.8% | -6.2% | 6.8% | .
COc1ccc(-c2csc(/C=C/c3ccc4c(c3)OCO4)n2)cc1OC | -5.1% | -13.6% | 0.3% | -2.9% | -60.2% | -4.5% | -1.2% | 10.9%
Cn1nc(C(C)(C)C)c(NC(=O)c2cccs2)c1C(C)(C)C | 0.8% | -5.9% | 3.5% | -1.3% | -1.8% | 1.8% | -2.3% | 0.4%
CC1CCN(S(=O)(=O)c2ccc(NC(=O)Cc3cccs3)cc2)CC1 | -17.1% | -11.5% | 26.5% | -3.7% | -2.5% | -1.0% | -5.0% | .
O=S(=O)(c1ccc(N2CCN(Cc3ccc4c(c3)OCO4)CC2)nc1)N1CCOCC1 | 2.4% | -4.1% | -1.2% | 2.1% | 6.0% | 7.9% | 4.7% | -32.9%
O=C(O)c1cccc(Cn2c(Cl)c(/C=N/NC(=O)c3ccc(O)cc3)sc2=O)c1 | -3.7% | 20.9% | 6.9% | 0.0% | -0.4% | 2.0% | . | .
CCCCNC(=O)Nc1ccccn1 | -3.4% | -3.5% | -6.4% | 9.7% | -3.5% | -0.3% | -5.3% | .
S=C(Nc1ccc2cn[nH]c2c1)Nc1ccccc1Cl | 1.3% | -13.0% | -6.4% | 5.8% | 1.8% | -5.4% | 1.5% | -5.0%
Cc1noc(C)c1C(=O)OC(C(=O)NC1CCCC1)c1ccc(F)cc1 (centres undefined) | -6.3% | i | 6.3% | -23.6% | -1.5% | 8.5% | -10.3% | 12.8%
CCCN(CCC)C(=O)Cn1c(=O)n(CCCCC(=O)NCc2ccco2)c(=O)c2ccccc21 | -1.0% | i | -5.0% | 0.0% | -4.2% | 5.9% | -6.7% | .
Cc1ccnn2c(-c3ccccc3)c3c(=O)n(C)c(=O)n(C)c3c12 | -2.3% | i | -11.4% | -0.5% | -2.9% | -3.1% | -1.3% | 5.7%
Cc1ccccc1NC(=O)c1sc2nc3c(c(-c4ccco4)c2c1N)CCC3 | -4.4% | -0.3% | 9.6% | -12.6% | -0.6% | -3.4% | 2.7% | -7.1%
Cc1cc(C)nc(SC(C)C(=O)N/N=C/c2cccs2)n1 (centres undefined) | 1.1% | -19.7% | 10.9% | 0.1% | -0.7% | 9.6% | -12.2% | -1.0%
CC(C)COc1ccc(C(=O)OCCN2CCOCC2)c(O)c1 | -5.1% | 4.0% | 2.3% | 7.7% | 1.3% | -7.1% | 2.2% | -3.1%
COc1ccc(S(=O)(=O)N2CCCCCC2)cc1C(=O)OCC(=O)NC(N)=O | -2.4% | i | 5.6% | -8.3% | 2.4% | 6.5% | 2.5% | 4.2%
COCCCNC(=O)CCNS(=O)(=O)c1ccc(C)cc1 | -0.6% | -3.1% | . | -2.4% | -5.8% | 3.6% | -4.9% | 0.0%
c1ccc(SCCCCNC2CCCC2)cc1 | -2.6% | 1.0% | -16.6% | -4.0% | 0.2% | 13.2% | -1.9% | 2.2%
COc1ccc(-c2nnc3n2C(C)(C)Cc2cc(OC)c(OC)cc2-3)cc1 | 1.5% | -3.3% | 11.0% | 3.0% | -4.0% | 4.8% | -1.9% | 2.6%

An excerpt from the list above:
compound | GAA spleen mod | RECQ1 inh | GoLoco inh red | TRb SRC2 PPI | TexasRed fluor | GAA glycogen | GAA inh | L3MBTL1 inh
CC(C)COc1ccc(C(=O)OCCN2CCOCC2)c(O)c1 | -5.1% | 4.0% | 2.3% | 7.7% | 1.3% | -7.1% | 2.2% | -3.1%
COc1ccc(S(=O)(=O)N2CCCCCC2)cc1C(=O)OCC(=O)NC(N)=O | -2.4% | i | 5.6% | -8.3% | 2.4% | 6.5% | 2.5% | 4.2%
COCCCNC(=O)CCNS(=O)(=O)c1ccc(C)cc1 | -0.6% | -3.1% | . | -2.4% | -5.8% | 3.6% | -4.9% | 0.0%
c1ccc(SCCCCNC2CCCC2)cc1 | -2.6% | 1.0% | -16.6% | -4.0% | 0.2% | 13.2% | -1.9% | 2.2%
COc1ccc(-c2nnc3n2C(C)(C)Cc2cc(OC)c(OC)cc2-3)cc1 | 1.5% | -3.3% | 11.0% | 3.0% | -4.0% | 4.8% | -1.9% | 2.6%

Later entries:
compound | GAA spleen mod | RECQ1 inh | GoLoco inh red | TRb SRC2 PPI | TexasRed fluor | GAA glycogen | GAA inh | L3MBTL1 inh
Cc1ccc(NC(C)C(=O)N/N=C/c2ccc([N+](=O)[O-])s2)cc1 (centres undefined) | 2.2% | -4.4% | -4.1% | 7.1% | -2.4% | 4.4% | -6.0% | -13.6%
Cc1ccc(CCNC(=O)CCc2nc3ccccc3[nH]2)cc1 | -6.2% | 9.8% | -5.2% | 8.5% | 0.0% | 9.5% | 4.0% | -8.4%
O=C(Cc1cccs1)N1CCN(c2ccccn2)CC1 | 2.9% | -1.1% | 4.6% | -5.8% | -2.9% | -6.9% | -4.5% | -3.2%
O=C(Cn1nnc2ccccc21)c1ccc([N+](=O)[O-])cc1 | -1.8% | 10.8% | -0.7% | -5.0% | -0.9% | -0.8% | . | .
O=C(CNC(=O)c1ccco1)OCC(=O)c1ccccc1Cl | 2.3% | -5.0% | 7.0% | -6.5% | 1.1% | 5.7% | -13.8% | 9.0%
C=CCc1cccc2cc(C(=O)Nc3cccc(C(=O)O)c3)c(=O)oc12 | 5.7% | -5.2% | 32.0%[activator] | 8.9% | -0.7% | 1.0% | . | .
